BCR signal inh: inhibitors of chronic active B-cell receptor signaling; Potency, µM (titrated, usually from 46.1 µM), for inactives: at the top dose ratio change, negative = lower green/red ratio, actives largely listed as inhibitors; 340,000 compounds, 0.05% hits; ABC-DLBCL IkBa-CBG/CBR reporter, luminescence ratio, 4 h; active means well fitted inhibition curve with a large enough effect in the signal ratio, with a control signal flat, not every such curve was filed as active; inconclusive means small, poorly fitted or top-dose-only effect, or effect the other way, or a change in a side signal; the % refers to the signal ratio;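 further: potency means the concentration at half of the fitted maximal effect; plate controls were basal doxycycline-induced cells for no effect and cells given 10 µM MG132 for full effect; MG132 reads +100%, hits lower the ratio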
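Concentration-response series (up to 46 uM) were applied to TMD8 dual-reporter cells for 4 h at 37C with doxycycline. Green/red ratio, after filter-overlap correction, defined %Activity; red signal alone was normalised to basal cells and zero luminescence.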
Menin-MLL TR inh: menin-MLL binding inhibition, Texas Red mutant peptide; 270,000 compounds, 0.23% hits; Potency, µM (highest dose often 61.6 µM), for the others: top-dose FP activity change, negative = inhibition, hits mostly inhibitors; Menin + Texas Red MLL mutant peptide, fluorescence polarization; O00255; active means well fitted inhibition curve with a large enough effect in the polarisation, with a control signal flat, not every such curve was filed as active; inconclusive means small, poorly fitted or top-dose-only effect, or effect the other way, or a change in a side signal; inactive means no such curve, though single readings can be large or run the other way; the % refers to the polarisation; further: potency means the concentration at half of the fitted maximal effect; % of control where 0% means no effect; many of its hits are not listed in these tables
Mito fusion act: inhibitors of mitochondrial division or activators of mitochondrial fusion; S. cerevisiae fusion-defective mutant growth rescue, CellTiterGlo 48 h; Potency, µM (doses to about 46.1 µM), inactives show at the top dose growth rescue (activation), usual class: activators; 320,000 compounds, 0.23% hits;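 further: potency means the concentration at half of the fitted maximal effect; % of control where 0% means no effect; nearly all actives have a fitted effect of over 45% in size; temperature-sensitive fusion mutants such as fzo1-1 at 37 °C on non-fermentable ethanol glycerol medium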
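Luminescent cell viability in 1536-well qHTS format served as the measure of rescued growth in ts fusion-mutant S. cerevisiae cultured on non-fermentable YPEG for 48 hours at 37C.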
TSHR antagonist: human thyrotropin receptor antagonism; P16473; activity change, negative = inhibition, % at 11.5 µM; TSHR-expressing cells, TSH-stimulated cAMP HTRF, 2 h; stronger effect = lower value; 330,000 compounds, 0.2% hits;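 active means activity change below a set negative limit, meaning inhibition stronger than a set level, cut at about -70% in these data; inconclusive means activity change between two set negative limits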; further: on the % scale 0 is the no-effect control and ±100 the full control effect
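TSHR-expressing cells, 200/well, pre-treated with compound, then stimulated with EC80 TSH (4nM final) for 2 hours at 37 deg C. cAMP measured by competitive HTRF: anti-cAMP cryptate antibody in lysis buffer plus cAMP-d2, read after 30 minutes at room temperature.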
Eya2 inh: Eya2 (human) phosphatase inhibition. 330,000 compounds, 0.006% hits. AID 488837. O00167. Potency, µM (highest dose often 76.9 µM), without a hit: at the top dose activity, negative = inhibition, usual class: inhibitors. recombinant Eya2, OMFP fluorescence dephosphorylation (OMFP is methylfluorescein phosphate); further: potency means the concentration at half of the fitted maximal effect; on the % scale 0 is the no-effect control and ±100 the full control effect
Target sequence (O00167 whole entry, looked up): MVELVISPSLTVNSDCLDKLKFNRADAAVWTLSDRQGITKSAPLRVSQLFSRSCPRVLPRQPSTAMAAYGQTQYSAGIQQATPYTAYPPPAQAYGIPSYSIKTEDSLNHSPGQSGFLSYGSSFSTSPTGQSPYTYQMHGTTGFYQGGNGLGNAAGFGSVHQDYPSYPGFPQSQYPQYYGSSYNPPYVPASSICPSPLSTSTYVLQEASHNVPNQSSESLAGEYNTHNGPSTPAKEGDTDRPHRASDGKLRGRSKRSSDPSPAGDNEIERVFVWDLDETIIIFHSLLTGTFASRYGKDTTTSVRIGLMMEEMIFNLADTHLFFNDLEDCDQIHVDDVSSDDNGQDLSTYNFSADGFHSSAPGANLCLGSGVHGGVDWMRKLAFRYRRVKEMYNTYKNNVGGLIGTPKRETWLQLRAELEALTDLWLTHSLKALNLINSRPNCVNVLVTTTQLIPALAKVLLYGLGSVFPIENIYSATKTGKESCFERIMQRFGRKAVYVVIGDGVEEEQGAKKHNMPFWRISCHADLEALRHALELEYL
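Eya2 protein (added as 0.2 uM solution) was preincubated with compound for 10 min at ambient temperature in 50 mM HEPES pH 7.5, 50 mM NaCl, 5 uM MgCl2, 0.05% BSA, 1 mM DTT. OMFP (added at 50 uM) then reacted 10 min; fluorescence read at 485/525 nm.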
S-ASM inh: human S-ASM enzyme inhibition. AID 504937. P17405. 340,000 compounds, 0.006% hits. placental ASM, HMU-PC fluorogenic substrate, 60 min. Potency, µM (highest dose often 57.5 µM), for inactives: top-dose activity change, negative = inhibition, most hits filed as inhibitors; further: potency means the concentration at half of the fitted maximal effect
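Fluorogenic HMU-PC substrate (9 uM final) is turned over by placental ASM in 60 min at 37 C after a 10 min compound preincubation. Reaction ended by alkaline stop (pH 10), with fluorescence read at 386/447 nm.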
MBNL1-CUG inh: blocks human MBNL1 binding to CUG repeat RNA. 280,000 compounds, 0.036% hits. AID 2675. TR-FRET MBNL1-His/biotin-(CUG)12 binding, 665/545 ratio. Potency, µM (series often up to 57.5 µM), for inactives: top-dose activity change, negative = inhibition, most hits filed as inhibitors. Q9NR56; active means well fitted inhibition curve with a large enough effect in the signal ratio, with a control signal flat, not every such curve was filed as active; inconclusive means small, poorly fitted or top-dose-only effect, or effect the other way, or a change in a side signal; inactive means no such curve, though single readings can be large or run the other way; the % refers to the signal ratio; further: potency means the concentration at half of the fitted maximal effect; on the % scale 0 is the no-effect control and ±100 the full control effect
Target sequence (Q9NR56 whole entry, looked up): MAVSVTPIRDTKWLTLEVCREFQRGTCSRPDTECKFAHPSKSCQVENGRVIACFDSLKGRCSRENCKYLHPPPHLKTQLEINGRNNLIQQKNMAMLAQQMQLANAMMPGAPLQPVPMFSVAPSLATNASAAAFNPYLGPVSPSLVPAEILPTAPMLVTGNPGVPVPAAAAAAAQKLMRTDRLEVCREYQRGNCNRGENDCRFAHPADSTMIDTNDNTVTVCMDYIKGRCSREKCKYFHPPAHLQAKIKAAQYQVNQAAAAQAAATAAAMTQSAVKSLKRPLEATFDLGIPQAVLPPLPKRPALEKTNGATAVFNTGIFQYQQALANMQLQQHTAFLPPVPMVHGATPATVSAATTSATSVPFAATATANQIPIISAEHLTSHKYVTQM
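Compound titration spanned 92 nM–58 uM against the MBNL1-His/biotin-(CUG)12 complex. After 60 min at room temperature with 5 nM streptavidin-XL665 and 0.055 ng/ul terbium anti-His, ratiometric 665/545 nm emission (Ex 340 nm) normalized to controls.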
PKM2 act: activators of human pyruvate kinase M2; purified PKM2, Kinase-Glo ATP luminescence, activation; response scale: 0% is enzyme alone, no compound; Potency, µM (titrated, usually from 57.5 µM), for inactives: top-dose activation, actives largely listed as activators; 260,000 compounds, 0.34% hits; AID 1631; further: potency means the concentration at half of the fitted maximal effect; on the % scale 0 is the no-effect control and ±100 the full control effect; nearly all actives have a fitted effect of over 55% in size
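Purified hPK-M2 (>95%) run at intermediate activity with 0.1 mM ADP and 0.5 mM PEP in 50 mM imidazole pH 7.2, KCl, MgCl2; 1 h room temperature. ATP formed read by Kinase-Glo luminescence; normalized to uninhibited and no-enzyme controls.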
USP2a block: blocks human ubiquitin-specific protease USP2a; 330,000 compounds, 0.01% hits; Potency, µM (top dose mostly 38.3 µM), for inactives: top-dose activity change, negative = inhibition, most hits filed as inhibitors; USP2 core, Ub-CHOP2 coupled fluorogenic reporter, 485/531;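 further: potency means the concentration at half of the fitted maximal effect; plate controls were DMSO wells for no effect and full inhibition by NEM control for full effect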
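USP2 core (10nM final) preincubated 30min RT with compound in 20mM Tris-HCl pH 8.0, 2mM CaCl2, 2mM beta-mercaptoethanol, 0.05% CHAPS; 25nM Ub-CHOP2 plus 25nM reporter substrate added, fluorescence (Ex485/Em531) read after 60min.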
hERG WT inh: blocks the wildtype human KCNH2 potassium channel; 340,000 compounds, 0.37% hits; U2OS, BacMam KCNH2, thallium flux FluxOr; stronger effect = lower value; activity change, % at 1.84 µM; Q12809;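 active means maximum activity change below -70%; inconclusive means maximum activity change between -70% and -50%; inactive means maximum activity change above -50%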; further: on the % scale 0 is the no-effect control and ±100 the full control effect
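U2OS cells were transduced with wild-type KCNH2 virus (2.03 x 10^8 / mL) for 4 h at room temperature, then cultured overnight at 37 C. Thallium flux was read with FluxOr dye. Rate constants were normalized to DMSO controls.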
GALK inhibitor: galactokinase (human) inhibition; P51570; Purified GALK, Kinase-Glo residual ATP luminescence; Potency, µM (doses to about 57.5 µM), for the others: top-dose activity change, negative = inhibition, usual class: inhibitors; 270,000 compounds, 0.007% hits; AID 1868; further: potency means the concentration at half of the fitted maximal effect; on the % scale 0 is the no-effect control and ±100 the full control effect
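Compounds were pin-transferred into ATP buffer (35 uM final), then GALK plus galactose (5 nM, 100 uM final) was added. After 1 h at room temperature, Kinase-Glo Plus was added and luminescence read after 10 min.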
Active calls of the source: *; i = inactive; ? = inconclusive; nt = not tested or not shown; [ ] = dose if it differs, or a comment. Unless noted, the call rests on the fitted dose curve; in most records, active means well fitted curve in the direction sought with a large enough effect; inconclusive means small, poorly fitted or top-dose-only effect, or another doubt; inactive means no such curve, though single readings can be large; an effect the other way counts as inactive or inconclusive. An excerpt. The share of hits here may be higher or lower than overall.

SMILES	BCR signal inh	Menin-MLL TR inh	Mito fusion act	TSHR antagonist	Eya2 inh	S-ASM inh	MBNL1-CUG inh	PKM2 act	USP2a block	hERG WT inh	GALK inhibitor
CCOC(=O)C1CCN(CC(O)COCc2cccs2)CC1 (stereo not drawn)	1%	-9%	0%	-10	2%	3%	1%	-2%	13%	i	0%
CC(NC(=O)Cc1ccccc1)c1ccc(F)cc1 (stereo not drawn)	1%	4%	-2%	-2	3%	-2%	-6%	0%	3%	-1	1%
COc1ccc(CNC(=O)N2CCN(c3ccc(F)cc3)CC2)cc1	-2%	5%	0%	23	-26%	-3%	-1%	2%	-2%	-1	-2%
CC(C)(C)NC(=O)CSc1nnc(NC(=O)CCc2ccccc2)s1	-4%	?	1%	-2	3%	-6%	-8%	-17%	0%	-6	2%
CCc1ccc(CN(C)C(=O)c2cc(COc3ccc(-n4cncn4)cc3)on2)cc1	-18%	16%	-7%	-2	-17%	-6%	-4%	nt	0%	-3	2%
C/C(CC(=O)Nc1cccc(Cl)c1C)=N\NC(=O)Cc1csc(N)n1	?	-13%	7%	-8	14%	2%	-1%	2%	-1%	11	-2%
Cc1ccc(C(c2sc3nc(C)nn3c2O)N2CCN(c3ccccc3)CC2)cc1 (stereo not drawn)	1%	-2%	1%	-5	9%	-4%	-2%	0%	0%	-7	0%
Cc1cc2ccccn2c1C(=O)c1ccncc1	0%	-6%	4%	-3	6%	-6%	?	-3%	-1%	3	0%
O=C1OC(Nc2cc(Br)cc3cccnc23)c2ccccc21 (stereo not drawn)	-8%	?	2%	-3	2%	9%	?	-2%	-5%	-3	-1%
Cc1cccc(NC(=O)CCCc2ccccc2)c1	-11%	21%	1%	1	5%	0%	-24%	8%	2%	-8	-4%
Cc1ccc(Nc2nc(CSc3nnc(-c4ccncc4)n3C)cs2)cc1	9%	-2%	6%	9	-3%	7%	-14%	-6%	2%	-15	1%
Cn1c(CSCc2ccc(F)cc2)n[nH]c1=S	-1%	12%	-11%	-9	0%	0%	-2%	7%	3%	5	3%
COc1ccc(CNS(=O)(=O)c2ccc(S(=O)(=O)N3CCCCC3)cc2)cc1	0%	6%	-6%	-3	-3%	-2%	10%	1%	?	0	3%
Cc1cc2c(cc1S(=O)(=O)CCC(=O)NCCc1ccccc1)OCC(=O)N2	-5%	17%	0%	9	13%	-1%	-1%	2%	0%	-1	nt
CN(C)CCCNc1ccc(-c2n[nH]c(=O)c3ccccc23)cc1[N+](=O)[O-]	?	-4%	-3%	5	-12%	-9%	?	-8%	-7%	6	-6%
COc1ccc(/C=N/NC(=O)Cn2cnc3ccccc3c2=O)cc1	?	1%	-2%	13	-5%	-1%	5%	-8%	-7%	4	2%
O=C(NCc1ccccn1)Nc1ccc2c(c1)OCO2	?	8%	0%	5	1%	-7%	-3%	-7%	0%	-5	2%
CC(=O)Nc1ccc2c(c1)c1ccccc1n2C(C)=O	0%	-8%	-4%	-4	-2%	nt	nt	5%	0%	-14	0%
CCc1cccc(CC)c1NC(=O)COC(=O)c1cccc(S(=O)(=O)N2CCc3ccccc3C2)c1	?	-15%	10%	7	-3%	6%	17%	-1%	-3%	-1	2%
COc1ccc(-c2nc(SC(C)C(=O)NC3CC3)n[nH]2)cc1 (stereo not drawn)	?	nt	4%	5	25%	7%	nt	nt	1%	-1	nt
O=C(O)c1cc(-c2ccccc2)n(-c2ccc(Cl)cc2)n1	3%	-1%	3%	-5	7%	8%	-6%	2%	1%	2	2%
Cc1ccc(C(=O)OCc2nc(N)nc(Nc3ccccc3C)n2)cc1	?	4%	-17%	1	-7%	-1%	nt	-2%	0%	-14	0%
COC(=O)c1ccccc1NC(=O)c1sc(=S)n(C)c1N	0%	?	20%	-10	-5%	-14%	-1%	-11%	2%	-3	-1%
CN(C(=O)c1cccc(COc2ccc(Cl)cc2Cl)c1)c1ccccc1	?	7%	?	-9	-10%	-2%	-4%	8%	2%	-4	nt
Cn1c(=O)c2c(nc(CN3CCN(C(=O)c4ccco4)CC3)n2CCc2ccccc2)n(C)c1=O	?	-10%	3%	-3	18%	0%	-7%	-2%	-1%	1	0%
CCOC(=O)N1CCN(C(=O)c2oc3ccc(S(=O)(=O)N(CC)CC)cc3c2C)CC1	-4%	nt	-46%[inhibitor]	9	4%	0%	-5%	nt	2%	-10	4%
CCC(=O)c1ccc(/C=C/c2nc3ccccc3n2C)o1	?	-22%	7%	-15	-1%	i	?	-6%	5%	-4	4%
N#Cc1cccnc1N1CCC(C(N)=O)CC1	9%	nt	4%	4	19%	73%[activator]	nt	-1%	4%	-2	-2%
COc1cc(C)ccc1OCC(=O)NCC1CCCO1 (stereo not drawn)	-1%	nt	nt	8	0%	0%	nt	nt	6%	-2	nt
OC1CCCN(CC(O)COC(c2ccccc2)c2ccccc2)C1 (stereo not drawn)	-9%	nt	-6%	4	3%	-3%	-1%	3%	-4%	10	0%
COC(=O)CN(c1nc(C)c(Br)c(OC)n1)S(=O)(=O)c1ccc(C)cc1	-2%	5%	29%	nt	6%	-4%	-5%	15%	5%	19	-1%
COc1ccc2[nH]c(C(=O)Nc3cccc(C)n3)cc2c1	?	nt	-6%	-6	6%	1%	nt	-28%	1%	-9	1%
COC(=O)c1ccc2nc(NC(=O)C(C)(C)C)sc2c1	?	9%	12%	-20	-13%	8%	-7%	1%	2%	-5	0%
O=C(CSc1ncnc2ccccc12)NC1CCS(=O)(=O)C1 (stereo not drawn)	-5%	nt	nt	-5	7%	2%	nt	nt	1%	-5	nt
O=C(NNC(=O)c1cc2cc(OC(F)(F)F)ccc2[nH]1)c1cccc(C(F)(F)F)c1	-3%	nt	-1%	-4	9%	-14%	nt	3%	0%	10	-5%
O=C(Cn1nc(C(F)F)cc1C1CC1)N1CCCC1	2%	nt	-1%	nt	15%	2%	2%	nt	2%	5	0%
COc1ccc(NC(=O)c2cc(S(=O)(=O)N3CCS(=O)(=O)CC3)ccc2Cl)cc1	0%	27%	4%	3	-1%	-3%	-10%	2%	0%	-7	0%
COC(=O)c1ccc(-c2noc(CN(Cc3ccncc3)CC3CCCO3)n2)cc1 (stereo not drawn)	6%	?	3%	-38	2%	0%	-4%	2%	10%	-7	1%
COCC1CCN(c2nc3nonc3nc2N2CCSCC2)C1 (stereo not drawn)	0%	-22%	0%	10	9%	-1%	7%	-3%	0%	4	4%
O=C(COC(=O)c1ccc(S(=O)(=O)C(F)F)cc1)Nc1cccnc1Cl	-4%	nt	-17%	7	-30%	7%	nt	nt	0%	1	nt
CCC(C)c1ccc(NC(=O)N2CCOCC2)cc1 (stereo not drawn)	-17%	2%	8%	0	9%	2%	1%	-7%	2%	10	4%
COc1ccc(C(=O)OCC(=O)Nc2c(C)n(C)n(-c3ccccc3)c2=O)cc1OC	5%	nt	6%	15	23%	6%	nt	nt	0%	2	nt
COc1ccc(C2CC(c3cccc(Cl)c3)n3nc(N)nc3N2)cc1 (stereo not drawn)	4%	-2%	-1%	-3	-10%	20%	11%	-2%	1%	-2	-2%
COc1ccc(-n2c(=S)[nH]c3cc(C(=O)NCCCN4CCOCC4)ccc3c2=O)c(OC)c1	-1%	1%	-1%	5	-4%	0%	nt	1%	3%	-25	3%
CN(C(=O)CSc1nnc(-c2cccs2)n1C1CC1)C1CCS(=O)(=O)C1 (stereo not drawn)	?	nt	-2%	17	10%	1%	nt	nt	1%	1	nt
O=C(N/N=C/C(Br)=C\c1ccccc1)c1cccs1	?	nt	-9%	-11	4%	-8%	2%	-7%	-1%	-2	3%
COc1ccc(CNCC(O)(c2ccccc2)c2ccc(Cl)cc2)cc1 (stereo not drawn)	?	-1%	-4%	18	-3%	-2%	1%	-2%	3%	-22	-2%
O=C(O)c1ccc(CSc2nnnn2-c2ccc(F)cc2)cc1	3%	6%	16%	-7	3%	3%	-3%	nt	0%	3	-2%
COc1cccc(NC(=O)CN(C)C(=O)/C=C/c2cn(-c3ccccc3)nc2-c2ccc(C)cc2)c1	1%	nt	15%	-6	5%	-12%	nt	nt	1%	6	nt

Assay outcomes from PubChem BioAssay.
